# human PMI inhibitors: human PMI inhibitors, high substrate, primary screen, biochemical, fluorescence intensity, high mannose 6-phosphate (AID 1220); Mannose-6-phosphate isomerase (Homo sapiens); inhibition, % at 20 µM; hits with a dose series show IC50 in µM; recombinant PMI enzyme, coupled fluorescence intensity; higher % means a stronger effect; 190,000 tested, 0.66% active
# UTI89 phage lysis: inhibition of K1F phage lysis, E. coli UTI89, bacterial capsule biogenesis inhibitors, alamar blue (AID 488966). E. coli UTI89 K1F phage lysis, alamar blue, 2 h; higher % means a stronger effect. one-dose inhibition, % at 100 µM; IC50 in µM for titrated hits. 340,000 tested, 0.02% active;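 active means phage lysis inhibition, versus mean bacterial control, above a set limit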;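 further: capsule biogenesis inhibitors block K1F phage lysis so surviving cells raise fluorescence; higher fluorescence means more inhibition of phage lysis; actives were called in the ten point dose series up to 300 µM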
# SIAH1 antagonists: Siah-1 peptide-binding antagonists, primary screen, biochemical, fluorescence polarization, rhodamine-plectin, uHTS (AID 1817); E3 ubiquitin-protein ligase SIAH1 (Homo sapiens); Siah-1 / rhodamine-plectin peptide fluorescence polarization; higher % means a stronger effect; displacement, % at 20 µM, or IC50 in µM where a hit was titrated; 290,000 tested, 0.02% active;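 active means displacement of at least 50% at 20 µM, with a fluorescence ratio check between 0.3 and a set limit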;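 further: plate controls were Siah plus tracer with DMSO for no effect and tracer alone without Siah for full effect; strong numbers were not always called active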
# TNAP activation fold: human TNAP enzyme activators, primary screen, biochemical, luminescent, no phosphate acceptor, uHTS (AID 1001); Alkaline phosphatase, tissue-nonspecific isozyme (Homo sapiens); purified TNAP, luminescent activation assay, no phosphate acceptor; higher activation fold means a stronger effect; activation fold at 20 µM, or EC50 in µM where a hit was titrated; 200,000 tested, 0.03% active; in the data active means activation fold from about 3, or a potency from the dose series; inactive means the rest, 99 in 100 with activation fold below about 1.6; further: many of its hits are not listed in these tables
# P. falciparum M1AAP: P. falciparum M1AAP inhibitors, biochemical, fluorogenic H-Leu-NHMec substrate, 1536-well (AID 1445); inhibition, % at 30 µM, or IC50 in µM where a hit was titrated; 220,000 tested, 0.42% active; Aminopeptidase N (Plasmodium falciparum (isolate 3D7)); recombinant M1AAP, H-Leu-NHMec fluorogenic kinetic assay; higher % means a stronger effect;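 active means primary inhibition above the hit cutoff, then over 50% inhibition at one or more dose response concentrations, cut at about 23% in these data, passing the limit was not always enough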;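 further: plate controls were DMSO full reaction for no effect and no enzyme background for full effect; strong numbers were not always called active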
# Lipid droplet: inhibitors of hepatocyte lipid droplet formation, primary screen, imaging, high-throughput imaging, BODIPY stain | AML12 mouse hepatocytes, oleate lipid droplets | 240,000 tested, 0.4% active | inhibition, % at 6.5 µM;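 active means lipid droplet intensity inhibited by at least 50%, with more than 500 cells counted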
#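 System: AML12 hepatocytes (mouse). Probe or stimulus: oleic acid at 100 µM to induce lipid droplet formation. Times: overnight treatment with compound plus oleate. Detection: Image-based BODIPY and DAPI two-channel analysis. Evaluation: percent inhibition of filter-corrected integrated lipid droplet intensity per well.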
# XIAP antagonists: XIAP antagonists, biochemical, IAP family, fluorescence polarization (AID 1018) | E3 ubiquitin-protein ligase XIAP (Homo sapiens) | XIAP BIR domain, fluorescence polarization peptide displacement; higher % means a stronger effect | displacement, % at 20 µM, or IC50 in µM where a hit was titrated | 200,000 tested, 0.007% active; in the data active means displacement above about 50%; further: a part of the inactive calls stands beside numbers as strong as those of hits
# PMI inhibitors: inhibitors of human PMI, primary screen, biochemical, fluorescence intensity, coupled assay (AID 1209) | 190,000 tested, 0.42% active | one-dose inhibition, % at 20 µM; IC50 in µM for titrated hits | Mannose-6-phosphate isomerase (Homo sapiens) | purified PMI enzyme, coupled fluorescence intensity; higher % means a stronger effect;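 further: plate controls were DMSO vehicle for no effect and wells lacking substrate for full effect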
# M17LAP inhibition: P. falciparum M17LAP inhibitors, primary screen, biochemical, fluorogenic H-Leu-NHMec substrate, 1536-well (AID 1619); Leucine aminopeptidase (Plasmodium falciparum (isolate 3D7)); inhibition, % at 30 µM; hits with a dose series show IC50 in µM; recombinant M17LAP, H-Leu-NHMec fluorogenic kinetic assay; higher % means a stronger effect; 220,000 tested, 0.38% active;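 active means compound inhibiting the enzyme by more than half at any dose during confirmatory dose-response retesting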;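 further: plate controls were full reaction with DMSO carrier for no effect and no enzyme background for full effect; strong numbers were not always called active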
# Lipid droplet cells 6.5 µM: recorded beside Lipid droplet, whose call it bears; cell count; measured here: cell count, cytotoxicity flag;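 cells counted across two imaged fields per well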
# * marks the source's active call; other numbers are inactive results; . = not tested or not shown; & = joins results of further samples; [ ] = remark or other dose. Unless noted, no stated cut-off is given here; in the data, active means inhibition above about 50%; inactive means the rest.
no.	Structure	human PMI inhibitors	UTI89 phage lysis	SIAH1 antagonists	TNAP activation fold	P. falciparum M1AAP	Lipid droplet	Lipid droplet cells 6.5 µM	XIAP antagonists	PMI inhibitors	M17LAP inhibition
1	CCOc1ccc(NC(=O)c2ccc3nccnc3c2)cc1	9%	3.1%	-2%	1	6%	2	774	-6.6%	13%	-4%
2	COC(=O)c1ccccc1NC(NC(=O)c1ccco1)C(=O)c1ccc(C)cc1 (stereo not given)	8%	0.1%	2%	1.1	6%	.	.	-0.6%	-4%	3%
3	CCC(=O)c1ccc(OCC(O)Cn2cnc3ccccc32)cc1 (stereo not given)	-8%	0.3%	6%	1	-11%	.	.	-0.1%	-1%	-1%
4	COC(=O)C1C(c2ccc(OC)cc2)Nc2nnc(C(F)(F)F)n2C1(C)O (stereo not given)	1%	1.0%	-4%	1.1	0%	0	697	-13%	5%	0%
5	CCn1ncc(Br)c1C(=O)Nc1sc2c(c1C(N)=O)CCC2	6%	1.0%[50 µM]	-8%	1	-3%	-2	719	-11%	13%	1%
6	COCCN(CCOC)S(=O)(=O)c1ccc(C(=O)Nc2nc(C)c(C(C)=O)s2)cc1	-5%	0.5%	0%	1.1	18%	.	.	1.1%	-8%	4%
7	CC1(C)CC2CC(C)(CN2S(=O)(=O)c2ccc(C(=O)Nc3cccc(S(=O)(=O)N4CCOCC4)c3)cc2)C1 (stereo not given)	20%	-0.1%	3%	1.1	8%	8	674	-5.9%	16%	-17%
8	CC(=O)Nc1ccc(C(=S)NCCCO)cc1	-10%	0.1%	-4%	1.1	-2%	1	673	-4.6%	-7%	1%
9	COc1ccc(NC(=S)SC)cc1OC	26%	-0.1%	4%	1	5%	6	665	-3.5%	9%	-5%
10	O=C(CN1CCN(S(=O)(=O)c2ccc(Br)cc2)CC1)Nc1ccc(F)cc1F	4%	0.4%	7%	1.1	2%	-14	666	-3.3%	5%	-4%
11	COc1ccc(/C=C/C(=O)Oc2cccc(/C=N/NC(=O)COc3c(C)cccc3C)c2)cc1	-2%	0.2%	-2%	1.1	1%	.	.	-3.9%	-8%	6%
12	Cc1ccc(NC(=O)CSc2nc(N)c3cc4c(nc3n2)CCCC4)cc1	-4%	0.0%	-7%	1.2	34%	-8	363	2.4%	9%	9%
13	BrC(=C\c1ccccc1)/C=N/Nc1nc(N2CCOCC2)nc(N2CCOCC2)n1	-7%	-0.1%	10%	1.1	4%	5	620	-4.4%	-4%	6%
14	O=C(COC(=O)c1cccnc1SCC(=O)NCc1ccccc1)NCc1ccccc1	-10%	-0.5%	0%	1	9%	-11	772	-4.5%	-8%	6%
15	Cc1cc(C)c(NC(=O)COC(=O)/C=C/c2cccc(C(F)(F)F)c2)c(C)c1	-21%	-4.3%	0%	0.9	-7%	-17	655	-3.9%	-14%	-13%
16	CN(CCNC(=O)c1cc2c(=O)n(C)c3ccccc3c2n1C)Cc1ccccc1	-3%	8.0%	-1%	1.2	3%	.	.	-1.7%	-3%	12%
17	COc1ccc(CCN(Cc2cccs2)S(=O)(=O)c2ccc(C(=O)O)cc2)cc1OC	-9%	-0.2%	0%	1	7%	0	767	-5.0%	-5%	8%
18	COc1ccc(Cn2nnnc2CN2CCC(c3nc4ccccc4s3)CC2)cc1	-1%	0.0%	4%	1.1	2%	.	.	-6.2%	-20%	0%
19	N/C(=N\OC(=O)/C=C/c1ccccc1)c1ccccn1	19%	0.1%	5%	1.1	-1%	-1	713	0.9%	13%	4%
20	CCOc1ccc(CN(C)CC(=O)NCc2ccccc2)cc1	.	1.1%[50 µM]	-2%	.	0%	-10	699	.	.	-2%
21	CC1CCCC(NC(=S)NC(=O)c2ccccc2Br)C1C (stereo not given)	-1%	-2.1%	17%	1.1	15%	0	579	-6.6%	16%	2%
22	CC(=O)c1cccc(OCCN2C(=O)NC(C)(C)C2=O)c1	-7%	-1.9%	-1%	1	-1%	0	746	-6.0%	3%	7%
23	COc1ccccc1C1N(c2ccc(Cl)cc2)C(=O)C2CCCN21 (stereo not given)	14%	0.2%	2%	1.1	1%	.	.	-0.5%	18%	-10%
24	C=C(C)CSc1nc2nc(C)cc(C)n2n1	6%	0.6%	-2%	1.1	-9%	0	795	-4.9%	11%	1%

# One compound at a time, from the list above.
# COCCN(CCOC)S(=O)(=O)c1ccc(C(=O)Nc2nc(C)c(C(C)=O)s2)cc1 is entered as human PMI inhibitors: -5%; UTI89 phage lysis: 0.5%; SIAH1 antagonists: 0%; TNAP activation fold: 1.1; P. falciparum M1AAP: 18%; Lipid droplet: .; Lipid droplet cells 6.5 µM: .; XIAP antagonists: 1.1%; PMI inhibitors: -8%; M17LAP inhibition: 4%
# COc1ccc(CCN(Cc2cccs2)S(=O)(=O)c2ccc(C(=O)O)cc2)cc1OC is entered as human PMI inhibitors: -9%; UTI89 phage lysis: -0.2%; SIAH1 antagonists: 0%; TNAP activation fold: 1; P. falciparum M1AAP: 7%; Lipid droplet: 0; Lipid droplet cells 6.5 µM: 767; XIAP antagonists: -5.0%; PMI inhibitors: -5%; M17LAP inhibition: 8%
# CN(CCNC(=O)c1cc2c(=O)n(C)c3ccccc3c2n1C)Cc1ccccc1 is entered as human PMI inhibitors: -3%; UTI89 phage lysis: 8.0%; SIAH1 antagonists: -1%; TNAP activation fold: 1.2; P. falciparum M1AAP: 3%; Lipid droplet: .; Lipid droplet cells 6.5 µM: .; XIAP antagonists: -1.7%; PMI inhibitors: -3%; M17LAP inhibition: 12%

# The results go on.
no.	Structure	human PMI inhibitors	UTI89 phage lysis	SIAH1 antagonists	TNAP activation fold	P. falciparum M1AAP	Lipid droplet	Lipid droplet cells 6.5 µM	XIAP antagonists	PMI inhibitors	M17LAP inhibition
25	CCOP(=O)(OCC)C(Nc1ccccc1)c1ccco1 (stereo not given)	-7%	-0.1%	4%	1.1	1%	0	719	-2.8%	-11%	1%
26	Cc1cccc(NC(=O)Cn2c(=O)n(Cc3ccco3)c(=N)c3c4c(sc32)COC(C)(C)C4)c1	3%	0.3%	1%	1	3%	.	.	-5.9%	-5%	14%
27	COc1cc(/C=C2/NC(=O)NC2=O)cc(Br)c1OCc1ccccc1	-8%	1.6%	6%	1.7	15%	12	677	-5.0%	-4%	-4%
28	Cc1cc(C)nc(N(C#N)Cc2cccc(Cl)c2)n1	14%	0.6%	-3%	1	3%	-13	652	2.6%	14%	7%
29	COc1ccccc1NC(=O)c1sc2ncn(Cc3cccc4ccccc34)c(=O)c2c1C	15%	-4.0%	2%	1.3	8%	12	637	-3.7%	1%	-5%
30	Cc1nn(CC(=O)Nc2ccc3c(c2)nc(CN2CCCCC2)n3C)c(=O)c2ccccc12	12%	0.8%	5%	1	-1%	-1	750	-6.3%	18%	17%
31	CCN(CC)C(=O)CSc1nnc(CSc2ncccn2)n1C	.	0.6%	2%	.	4%	-9	639	.	.	5%
32	O=C(O)CSc1nnc(COc2ccc([N+](=O)[O-])cc2)n1-c1ccccc1	-3%	-0.2%	2%	1	5%	3	709	-4.8%	-8%	12%
33	O=C(NCC1CCCO1)c1ccc2c(=O)n(CCc3ccccc3)c(=O)[nH]c2c1 (stereo not given)	10%	0.0%	1%	1.1	3%	.	.	-7.3%	2%	8%
34	O=S1(=O)CCC(NS(=O)(=O)c2cccc3cccnc23)C1 (stereo not given)	6%	1.1%	-2%	1.1	0%	0	796	-4.4%	10%	-14%
35	O=C(Oc1ccc2c3c(c(=O)oc2c1)CCC3)c1ccco1	1%	-0.2%	6%	1.1	23%	3	715	1.2%	9%	-28%
36	Cc1ccc(/C(N)=N/OC(=O)c2ccco2)cc1	6%	0.7%	0%	1.1	-4%	33	706	3.9%	0%	1%
37	COc1ccc(/C(N)=N/OC(=O)Cc2ccccc2[N+](=O)[O-])cc1	5%	-1.2%	-2%	1	6%	-37	664	-4.3%	5%	6%
38	CC(C)C(=O)Nc1cccc(NC(=O)c2cccc(Br)c2)c1	-2%	0.0%	-5%	1	-3%	21	666	1.7%	15%	2%
39	Cc1ccc(OCCOC(=O)c2sc(=S)n(C)c2C)cc1	16%	0.1%	1%	1.1	-4%	-2	731	-6.1%	20%	1%
40	Cc1snc(S(=O)(=O)/C(C#N)=N/Nc2cccc(C(F)(F)F)c2)c1C#N	-8%	-0.6%	-6%	1.1	13%	9	785	-0.8%	-7%	14%
41	Cc1nn(Cc2ccc(F)cc2)c(Cl)c1/C=N/NC(=O)c1cccnc1	8%	0.2%	-6%	1	3%	-2	599	-3.0%	8%	7%
42	Cc1cccn2c(=O)c3cc(C(=O)NC4CCCCC4)c(=N)n(CCN4CCOCC4)c3nc12	.	0.4%	-6%	.	1%	0	736	.	.	-22%
43	O=C(Nc1nc2c(s1)CCCC2)c1cccs1	-4%	0.5%	-2%	1.1	7%	17	770	-1.0%	4%	0%
44	Cc1nc(SCC(N)=O)[nH]c(=O)c1CCC(C)C	2%	0.6%	10%	1.1	2%	.	.	-0.6%	-4%	-3%
45	O=C(NCCOC(=O)c1ccc([N+](=O)[O-])cc1)c1cccnc1	-13%	-0.2%	6%	1.1	7%	-2	666	4.7%	-15%	6%
46	COC(=O)c1ccccc1NC(=S)N1CCN(c2ccc(OC)cc2)CC1	4%	0.1%	7%	1	0%	-6	723	-4.8%	3%	1%
47	CSCc1ccc(C(=O)Nc2cccc(C)c2C)cc1	-1%	1.9%[50 µM]	4%	1.1	0%	-12	587	-10%	13%	-13%
48	CCCCNC(=S)Nc1ccc(C(F)(F)F)cc1	8%	1.4%	-4%	1	2%	-6	684	-0.9%	12%	-4%
49	COc1ccc(-c2cc(=O)c3c(OC)c(OC)c(OC)c(OC)c3o2)cc1OC	5%&3%	4.6%	12%&9%	1&1.1	-1%&9%	4&-2	664&684	-0.7%&-16%	13%&3%	-2%&14%
50	CC(=O)c1nnn(-c2nc(N)nc(N(c3ccccc3)c3ccccc3)n2)c1C	-5%	0.1%	10%	1.1	14%	.	.	0.6%	1%	-2%
51	Cc1cccc(N2CCN(C(=O)N3CCCCC3)CC2)c1C	-6%	0.4%	-8%	1.1	3%	11	661	-6.3%	-10%	-9%

# Ordered by the number under human PMI inhibitors (largest number first): 3 of the compounds above.
nr | SMILES | human PMI inhibitors
48 | CCCCNC(=S)Nc1ccc(C(F)(F)F)cc1 | 8%
47 | CSCc1ccc(C(=O)Nc2cccc(C)c2C)cc1 | -1%
45 | O=C(NCCOC(=O)c1ccc([N+](=O)[O-])cc1)c1cccnc1 | -13%

# High-throughput results (PubChem BioAssay)
